T cruzi HTS: inhibitors of intracellular Trypanosoma cruzi, primary screen, cell-based, plate reader, single point, set 2; intracellular Trypanosoma cruzi in host cells; activity score (inhibition), % at 5.01 µM; actives 4.9% (n = 22,000); AID 651903, 2012; in the data active = activity score above about 55%;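 also: parasites and compound incubated about four days before reading; 0% = median of neutral control wells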
INS-1E rescue: protection of INS-1E cells from cytokine death, primary screen, ATP luminescence, single point; INS-1E cytokine-induced death, 48 h; normalised: neutral wells 0, positive control 100; protection from cytokine-induced ATP loss, % at 10 µM; actives 0.1% (n = 20,000); AID 488910, 2010;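 active = mean replicate protection from cytokine-induced ATP loss at least 50% and at least 75% of replicates each reaching 50%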
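Assay system – rat INS-1E insulinoma cell line · Quantity – 8000 cells per well · Buffer or medium – RPMI without phenol red, 5% FBS · Schedule – 48 h co-treatment, 10 min post-lysis read · Technique – luminescent ATP assay (CellTiter-Glo)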
Active calls of the source: *; / = not tested or not shown.

SMILES	T cruzi HTS	INS-1E rescue
C[C@@H]1CN([C@@H](C)CO)C(=O)c2cccc(NC(=O)Nc3ccc(F)cc3)c2O[C@@H]1CN(C)S(=O)(=O)c1cccs1	-23	-6
C[C@@H]1CN([C@@H](C)CO)C(=O)c2cccc(NS(C)(=O)=O)c2O[C@@H]1CN(C)CC1CC1	33	7
C[C@H](CO)N1C[C@H](C)[C@H](CN(C)Cc2ccc(Cl)c(Cl)c2)Oc2c(NC(=O)NC3CCCCC3)cccc2C1=O	20	-10
C[C@@H]1CN([C@H](C)CO)C(=O)c2cc(NS(=O)(=O)c3cccs3)ccc2O[C@@H]1CN(C)C(=O)Nc1ccccc1	-21	10
Cc1noc(C)c1NC(=O)N(C)C[C@@H]1OCCCC[C@@H](C)Oc2ccc(N(C)C)cc2C(=O)N([C@H](C)CO)C[C@@H]1C	-12	8
C[C@H](CO)N1C[C@H](C)[C@H](CN(C)Cc2cccc(C(F)(F)F)c2)OCc2cnnn2CCCC1=O	13	/
COc1ccc(S(=O)(=O)N(C)C[C@@H]2Oc3ccc(NS(=O)(=O)c4ccc(F)cc4)cc3CC(=O)N([C@H](C)CO)C[C@H]2C)cc1	1	5
C[C@@H]1CN([C@@H](C)CO)C(=O)c2cc(NC(=O)C3CCCCC3)ccc2O[C@H]1CN(C)S(=O)(=O)c1ccc(Cl)cc1	13	-13
COc1ccc(NC(=O)N(C)C[C@@H]2Oc3c(NC(=O)c4cc(C)nn4C)cccc3C(=O)N([C@@H](C)CO)C[C@H]2C)cc1	19	9
C[C@@H]1CN([C@H](C)CO)C(=O)c2cc(NC(=O)Nc3ccccc3)ccc2O[C@H]1CN(C)S(=O)(=O)c1ccc(F)cc1	7	0
C[C@@H]1CCCCO[C@H](CN(C)Cc2ccc(C(F)(F)F)cc2)[C@@H](C)CN([C@H](C)CO)C(=O)c2cc(NS(=O)(=O)c3cn(C)cn3)ccc2O1	/	3
Cc1nnc(Sc2ccc(/C=N/NC(=O)c3ccccc3O)o2)n1C	-8	-20
C[C@H]1CN([C@@H](C)CO)C(=O)c2cc(NC(=O)C3CCCCC3)ccc2O[C@@H]1CN(C)S(C)(=O)=O	-11	7
C[C@@H]1CN([C@@H](C)CO)C(=O)Cc2cc(NC(=O)Cn3cnnn3)ccc2O[C@@H]1CN(C)C(=O)Nc1ccccc1	-16	4
C[C@@H]1CN([C@H](C)CO)C(=O)Cc2cc(NC(=O)CCC(F)(F)F)ccc2O[C@@H]1CN(C)Cc1ccc(C(=O)O)cc1	-3	-3
C[C@H](CO)N1C[C@H](C)[C@H](CN(C)Cc2ccccc2C(=O)O)OCc2cnnn2CCCC1=O	-17	21
C[C@H](CO)N1C[C@H](C)[C@@H](CN(C)Cc2ccccc2)Oc2c(NS(C)(=O)=O)cccc2C1=O	59*	2
C[C@H]1CN([C@@H](C)CO)C(=O)Cc2cc(NC(=O)Nc3ccc(F)cc3)ccc2O[C@@H]1CN(C)S(C)(=O)=O	-6	-1
Cc1noc(C)c1S(=O)(=O)Nc1ccc2c(c1)C(=O)N([C@H](C)CO)C[C@@H](C)[C@H](CN(C)C(=O)Nc1ccc(F)cc1)O2	-6	/
C[C@@H]1CN([C@@H](C)CO)C(=O)CCCn2cc(nn2)CO[C@@H]1CN(C)S(=O)(=O)c1ccc(-n2cccn2)cc1	4	/
Cc1noc(C)c1S(=O)(=O)N(C)C[C@H]1Oc2ccc(NC(=O)CCCN(C)C)cc2C(=O)N([C@H](C)CO)C[C@@H]1C	-22	12
Cc1ccc(S(=O)(=O)Nc2cccc3c2O[C@H](CN(C)C(=O)Nc2cccc4ccccc24)[C@@H](C)CN([C@H](C)CO)C3=O)cc1	-10	2
C[C@@H]1CN([C@H](C)CO)C(=O)c2cc(NC(=O)NC3CCCCC3)ccc2O[C@@H]1CN(C)C(=O)Nc1ccc(C(F)(F)F)cc1	-9	-7
C[C@H]1CN([C@@H](C)CO)C(=O)c2cccc(NC(=O)C3CCOCC3)c2O[C@H]1CN(C)Cc1ccc2c(c1)OCO2	-2	9
C[C@@H]1CN([C@H](C)CO)C(=O)c2cccc(NS(=O)(=O)c3ccccc3)c2O[C@@H]1CN(C)C(=O)Nc1cccc2ccccc12	-2	6
C[C@H]1CN([C@@H](C)CO)C(=O)c2cccc(NC(=O)Nc3ccc4c(c3)OCO4)c2O[C@@H]1CN(C)C(=O)Nc1ccc2c(c1)OCO2	-5	3
C[C@H](CO)N1C[C@H](C)[C@@H](CN(C)S(=O)(=O)c2ccc(F)cc2)Oc2ccc(NC(=O)C3CCCCC3)cc2C1=O	3	5
C[C@@H]1CN([C@H](C)CO)C(=O)c2cc(N(C)C)ccc2O[C@H]1CN(C)Cc1ccccc1	-15	-21
C[C@@H]1CN([C@H](C)CO)C(=O)c2cccc(NC(=O)c3nc4ccccc4s3)c2O[C@@H]1CN(C)Cc1ccc(Cl)c(Cl)c1	8	-28
Cc1ccc(S(=O)(=O)Nc2cccc3c2O[C@@H](CN(C)S(=O)(=O)c2ccc(F)cc2)[C@H](C)CN([C@@H](C)CO)C3=O)cc1	-7	2

Copied from the list:
T cruzi HTS with `C[C@@H]1CN([C@H](C)CO)C(=O)c2cc(NC(=O)NC3CCCCC3)ccc2O[C@@H]1CN(C)C(=O)Nc1ccc(C(F)(F)F)cc1` → -9
T cruzi HTS with `C[C@@H]1CN([C@H](C)CO)C(=O)c2cc(NS(=O)(=O)c3cccs3)ccc2O[C@@H]1CN(C)C(=O)Nc1ccccc1` → -21
T cruzi HTS with `C[C@H](CO)N1C[C@H](C)[C@H](CN(C)Cc2ccc(Cl)c(Cl)c2)Oc2c(NC(=O)NC3CCCCC3)cccc2C1=O` → 20
INS-1E rescue with `C[C@H]1CN([C@@H](C)CO)C(=O)c2cccc(NC(=O)Nc3ccc4c(c3)OCO4)c2O[C@@H]1CN(C)C(=O)Nc1ccc2c(c1)OCO2` → 3
T cruzi HTS with `C[C@@H]1CN([C@H](C)CO)C(=O)Cc2cc(NC(=O)CCC(F)(F)F)ccc2O[C@@H]1CN(C)Cc1ccc(C(=O)O)cc1` → -3

Going on with the list.
SMILES	T cruzi HTS	INS-1E rescue
C[C@H]1CN([C@@H](C)CO)C(=O)c2cccc(N(C)C)c2O[C@@H]1CN(C)S(=O)(=O)c1ccc(F)cc1	-4	0
C[C@H](CO)N1C[C@H](C)[C@H](CN(C)CC2CCCCC2)Oc2c(NS(C)(=O)=O)cccc2C1=O	-3	-2
C[C@@H]1CN([C@@H](C)CO)C(=O)c2cccc(NC(=O)Nc3ccc4c(c3)OCO4)c2O[C@H]1CN(C)C(=O)Nc1cccc2ccccc12	-9	3
COc1ccc(NC(=O)N(C)C[C@@H]2OCCCC[C@@H](C)Oc3ccc(NC(=O)CCCCCC(=O)Nc4ccccc4N)cc3C(=O)N([C@H](C)CO)C[C@@H]2C)cc1	-45	-6
C[C@@H]1CCCCO[C@H](CN(C)C(=O)c2ccncc2)[C@@H](C)CN([C@H](C)CO)C(=O)c2cc(NS(=O)(=O)c3cn(C)cn3)ccc2O1	-13	13
C[C@@H]1CN([C@H](C)CO)C(=O)c2cccc(NS(=O)(=O)c3ccc(Cl)cc3)c2O[C@H]1CN(C)CC1CC1	-9	7
C[C@H]1CN([C@@H](C)CO)C(=O)c2cc(NC(=O)Nc3ccc4c(c3)OCO4)ccc2O[C@@H]1CN(C)Cc1ccncc1	-5	7
C[C@H](CO)N1C[C@H](C)[C@H](CN(C)C)Oc2ccc(NC(=O)Cc3ccccc3)cc2C1=O	-12	4
C[C@H](CO)N1C[C@H](C)[C@H](CN(C)Cc2ccc(C(=O)O)cc2)Oc2c(NC(=O)Nc3ccc(C(F)(F)F)cc3)cccc2C1=O	-11	-8
C[C@H]1CN([C@@H](C)CO)C(=O)Cc2cc(NC(=O)CCN3CCOCC3)ccc2O[C@H]1CN(C)C	-8	10
C[C@@H]1CN([C@H](C)CO)C(=O)Cc2cc(NC(=O)Cc3cn(C)c4ccccc34)ccc2O[C@H]1CN(C)S(=O)(=O)c1cccs1	-23	3
C[C@H]1CN([C@@H](C)CO)C(=O)c2cc(NS(=O)(=O)c3ccccc3)ccc2O[C@@H]1CN(C)C(=O)Nc1ccc(F)cc1	5	/
COc1ccc(S(=O)(=O)N(C)C[C@H]2Oc3ccc(N(C)C)cc3C(=O)N([C@H](C)CO)C[C@@H]2C)cc1	7	1
Cc1noc(C)c1NC(=O)Nc1cccc2c1O[C@H](CN(C)C(=O)Nc1ccccc1)[C@H](C)CN([C@H](C)CO)C2=O	-26	10
C[C@@H]1CN([C@H](C)CO)C(=O)c2cc(NC(=O)NC3CCCCC3)ccc2O[C@@H]1CN(C)Cc1ccc(C(=O)O)cc1	-8	8

Shown as a markdown table: entries from further up.
| smiles | T cruzi HTS | INS-1E rescue |
| --- | --- | --- |
| COc1ccc(S(=O)(=O)N(C)C[C@H]2Oc3ccc(N(C)C)cc3C(=O)N([C@H](C)CO)C[C@@H]2C)cc1 | 7 | 1 |
| Cc1noc(C)c1NC(=O)Nc1cccc2c1O[C@H](CN(C)C(=O)Nc1ccccc1)[C@H](C)CN([C@H](C)CO)C2=O | -26 | 10 |
| C[C@@H]1CN([C@H](C)CO)C(=O)Cc2cc(NC(=O)Cc3cn(C)c4ccccc34)ccc2O[C@H]1CN(C)S(=O)(=O)c1cccs1 | -23 | 3 |
| C[C@H]1CN([C@@H](C)CO)C(=O)Cc2cc(NC(=O)CCN3CCOCC3)ccc2O[C@H]1CN(C)C | -8 | 10 |

Carrying on.
SMILES	T cruzi HTS	INS-1E rescue
C[C@H](CO)N1C[C@H](C)[C@@H](CN(C)S(=O)(=O)c2cccs2)Oc2ccc(NC(=O)C3CC3)cc2C1=O	-16	-1
Cc1noc(C)c1NC(=O)N(C)C[C@@H]1Oc2ccc(NC(=O)Nc3cccc4ccccc34)cc2CC(=O)N([C@H](C)CO)C[C@@H]1C	-4	4
C[C@H](CO)N1C[C@H](C)[C@H](CN(C)C(=O)Nc2ccc(C(F)(F)F)cc2)Oc2c(NS(=O)(=O)c3ccc(F)cc3)cccc2C1=O	52	-69
C[C@@H]1CN([C@@H](C)CO)C(=O)c2cccc(NC(=O)C3CC3)c2O[C@H]1CN(C)S(=O)(=O)c1ccc(F)cc1	0	13
C[C@H]1CN([C@@H](C)CO)C(=O)Cc2cc(NC(=O)NC3CCCCC3)ccc2O[C@H]1CN(C)C(=O)Nc1ccccc1	-9	6
C[C@@H]1CCCCO[C@H](CN(C)S(=O)(=O)c2ccccc2)[C@@H](C)CN([C@H](C)CO)C(=O)c2cc(NC(=O)CCC(F)(F)F)ccc2O1	-16	0
C[C@H]1CN([C@@H](C)CO)C(=O)Cc2cc(NS(=O)(=O)c3ccccc3)ccc2O[C@@H]1CN(C)Cc1ccc(Cl)c(Cl)c1	65*	-9
Cc1noc(C)c1NC(=O)Nc1ccc2c(c1)CC(=O)N([C@@H](C)CO)C[C@H](C)[C@@H](CN(C)Cc1ccc(-c3ccccc3)cc1)O2	-1	-7
C[C@H](CO)N1C[C@H](C)[C@H](CN(C)S(=O)(=O)c2cccs2)Oc2ccc(NC(=O)CCCCCC(=O)Nc3ccccc3N)cc2CC1=O	-14	-4
C[C@H](CO)N1C[C@H](C)[C@H](CN(C)C)Oc2ccc(NC(=O)CCC(F)(F)F)cc2C1=O	-8	/
Cc1ccc(S(=O)(=O)Nc2cccc3c2O[C@@H](CN(C)C(=O)Nc2ccc4c(c2)OCO4)[C@@H](C)CN([C@H](C)CO)C3=O)cc1	8	0
C[C@@H]1CN([C@@H](C)CO)C(=O)c2cc(NC(=O)c3ccncc3)ccc2O[C@H]1CN(C)Cc1ccc(C(=O)O)cc1	-3	2
C[C@@H]1CN([C@@H](C)CO)C(=O)c2cccc(N(C)C)c2O[C@H]1CN(C)C(=O)Nc1ccccc1	6	9
CC(C)NC(=O)N(C)C[C@H]1Oc2ccc(NC(=O)Cn3cnnn3)cc2CC(=O)N([C@@H](C)CO)C[C@@H]1C	1	7
C[C@@H]1CN([C@H](C)CO)C(=O)CCCn2cc(nn2)CO[C@@H]1CN(C)C(=O)Nc1ccc(-c2cccs2)cc1	-15	/
C[C@@H]1CN([C@@H](C)CO)C(=O)c2cc(NS(=O)(=O)c3cccs3)ccc2O[C@@H]1CN(C)S(=O)(=O)c1ccc(F)cc1	-1	-1
Cc1noc(C)c1NC(=O)N(C)C[C@H]1Oc2ccc(NC(=O)Cc3ccccc3)cc2C(=O)N([C@H](C)CO)C[C@H]1C	-21	5
COc1ccc(S(=O)(=O)Nc2ccc3c(c2)C(=O)N([C@H](C)CO)C[C@@H](C)[C@@H](CN(C)C(=O)Nc2ccc(F)cc2)O3)cc1	13	-9
C[C@@H]1CN([C@@H](C)CO)C(=O)c2cc(NC(=O)C3CC3)ccc2O[C@H]1CN(C)Cc1ccc(-c2ccccc2)cc1	-4	-8
C[C@@H]1CN([C@@H](C)CO)C(=O)c2cccc(NC(=O)c3nc4ccccc4s3)c2O[C@H]1CN(C)C(=O)NC1CCCCC1	14	-10
COc1ccc(NC(=O)N(C)C[C@@H]2OCc3cnnn3CCCC(=O)N([C@@H](C)CO)C[C@@H]2C)c(OC)c1	-14	/
Cc1ccc(S(=O)(=O)N(C)C[C@H]2OCc3cn(nn3)CCCC(=O)N([C@H](C)CO)C[C@H]2C)cc1	-12	/
C[C@H]1CN([C@@H](C)CO)C(=O)c2cc(NC(=O)c3ccncc3)ccc2O[C@H]1CN(C)Cc1ccccc1	-34	-5
C[C@@H]1CN([C@H](C)CO)C(=O)c2cc(NC(=O)Nc3ccc(C(F)(F)F)cc3)ccc2O[C@@H]1CN(C)CC1CC1	-20	-3
C[C@H]1CN([C@@H](C)CO)C(=O)c2cc(N(C)C)ccc2O[C@H]1CN(C)S(C)(=O)=O	-9	3
C[C@H](CO)N1C[C@H](C)[C@H](CN(C)C(=O)Nc2ccc(F)cc2)Oc2c(NS(=O)(=O)c3cccs3)cccc2C1=O	5	-5
C[C@H](CO)N1C[C@H](C)[C@@H](CN(C)Cc2cccc(C(=O)O)c2)OCc2cnnn2CCCC1=O	4	/

Screens deposited in PubChem by Broad Institute.

The order is random; overall some 4.8% were active at least once.
